Compound activity (PubChem BioAssay)
KCNH2 WT inh: KCNH2 (human, wildtype) channel inhibition; U2OS, BacMam KCNH2, thallium flux FluxOr; active compounds read low; activity change, % at 1.84 µM; 340,000 tested, 0.37% active;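 active = maximum activity change below -70%; inconclusive = maximum activity change between -70% and -50%; inactive = maximum activity change above -50%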; note: % is set by controls: 0 for no effect and ±100 for the full control effect
Target sequence (Q12809 whole entry, looked up): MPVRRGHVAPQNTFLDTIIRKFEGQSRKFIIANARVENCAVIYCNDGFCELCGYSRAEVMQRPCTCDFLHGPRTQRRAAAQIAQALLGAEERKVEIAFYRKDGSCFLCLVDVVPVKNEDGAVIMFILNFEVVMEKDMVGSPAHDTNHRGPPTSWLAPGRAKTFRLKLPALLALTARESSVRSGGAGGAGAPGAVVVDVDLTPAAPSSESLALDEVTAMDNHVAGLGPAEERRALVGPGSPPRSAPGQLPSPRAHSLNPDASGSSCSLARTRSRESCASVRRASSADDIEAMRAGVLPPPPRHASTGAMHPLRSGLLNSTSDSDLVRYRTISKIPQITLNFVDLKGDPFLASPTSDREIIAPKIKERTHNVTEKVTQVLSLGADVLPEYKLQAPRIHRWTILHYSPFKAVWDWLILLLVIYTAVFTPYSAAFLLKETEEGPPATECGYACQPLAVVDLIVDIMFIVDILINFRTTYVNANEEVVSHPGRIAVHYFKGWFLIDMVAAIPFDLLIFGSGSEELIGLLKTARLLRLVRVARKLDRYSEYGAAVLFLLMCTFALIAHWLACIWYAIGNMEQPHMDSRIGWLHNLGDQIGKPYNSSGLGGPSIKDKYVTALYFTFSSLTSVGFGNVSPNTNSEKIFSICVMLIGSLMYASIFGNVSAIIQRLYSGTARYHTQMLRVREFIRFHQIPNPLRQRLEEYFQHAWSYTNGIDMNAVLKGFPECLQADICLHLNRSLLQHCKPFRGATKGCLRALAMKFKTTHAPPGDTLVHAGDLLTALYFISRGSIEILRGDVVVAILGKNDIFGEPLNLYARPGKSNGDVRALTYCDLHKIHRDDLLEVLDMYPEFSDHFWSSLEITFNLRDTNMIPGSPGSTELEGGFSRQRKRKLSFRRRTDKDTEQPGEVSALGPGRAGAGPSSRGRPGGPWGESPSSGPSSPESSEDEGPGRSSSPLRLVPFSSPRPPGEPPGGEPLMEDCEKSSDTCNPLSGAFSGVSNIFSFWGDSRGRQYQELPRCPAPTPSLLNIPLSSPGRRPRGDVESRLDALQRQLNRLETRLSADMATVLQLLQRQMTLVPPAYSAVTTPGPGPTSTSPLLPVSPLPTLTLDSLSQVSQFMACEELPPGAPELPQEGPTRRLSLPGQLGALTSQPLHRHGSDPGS
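U2OS cells transduced with wild-type KCNH2 virus are loaded with FluxOr dye for 45 min, and thallium flux is measured in kinetic reads before and after stimulation buffer. Rate constants are normalized to DMSO controls.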
Eya2 phos inh: Eya2 (human) phosphatase inhibition; O00167; recombinant Eya2, OMFP fluorescence dephosphorylation (OMFP is methylfluorescein phosphate); Potency, µM (titrated, usually from 76.9 µM), without a hit: at the top dose activity, negative = inhibition, actives largely listed as inhibitors; 330,000 tested, 0.006% active; note: potency is the fitted concentration of half-maximal effect; % is set by controls: 0 for no effect and ±100 for the full control effect
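Eya2 (0.2 uM) preincubated 10 min at ambient with compound, then OMFP substrate added at 50 uM; 10 min reaction in 50 mM HEPES pH 7.5, 50 mM NaCl, 5 uM MgCl2, 0.05% BSA, 1 mM DTT. Fluorescence read at Ex 485/Em 525 nm.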
Mito fusion act: inhibitors of mitochondrial division or activators of mitochondrial fusion; S. cerevisiae fusion-defective mutant growth rescue, CellTiterGlo 48 h; Potency, µM (top dose mostly 46.1 µM), inactives show top-dose growth rescue (activation), usual class: activators; 320,000 tested, 0.23% active; AID 485298;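 note: potency is the fitted concentration of half-maximal effect; % of control where 0% means no effect; nearly all actives have a fitted effect of over 45% in size; temperature-sensitive fusion mutants such as fzo1-1 at 37 °C on non-fermentable ethanol glycerol medium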
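Growth-rescue viability read-out: after 48 h at the non-permissive 37C in glycerol/ethanol YPEG, yeast mitochondrial fusion mutants are measured by CellTiterGlo luminescence; compounds (23 nl pinned per well) restoring growth score as division inhibitors or fusion activators.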
TCR act: activators of T cell receptors; primary human leukocytes, anti-CD3, IL-2 HTRF, 48 h; Potency, µM (highest dose often 9.22 µM), for inactives: at the highest dose activation of IL-2 secretion, hits mostly activators; 330,000 tested, under 10 active; AID 504894; note: % of control where 0% means no effect
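Primary human leukocytes receive a-CD3 beads and test compound and are incubated 48 hr. Secreted IL-2 is then assayed by HTRF, measuring 665nm acceptor emission after 320nm excitation of the europium donor.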
A-T KAP1 phos: potential ataxia-telangiectasia treatments restoring KAP-1 phosphorylation. […] A-T fibroblasts, KAP-1 phosphorylation AlphaLISA; neocarzinostatin DNA damage 30 min before lysis. Potency, µM (top dose mostly 57.5 µM), for inactives: top-dose activation, hits mostly activators. 320,000 tested, 0.19% active. AID 485349; note: potency is the fitted concentration of half-maximal effect; % of control where 0% means no effect; nearly all actives have a fitted effect of over 45% in size
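hTERT-immortalized A-T patient fibroblasts ([…]), 500 cells/well in OPTI-MEM, 1% FBS, got compounds for 60 min, then NCS for 30 min at 37C. Lysates were then assayed for phospho-KAP-1 by AlphaLISA (anti-pKAP1 donor, anti-KAP1 acceptor beads), 6 hr at 25C.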
TSHR antag: blocks TSH signaling through the human TSH receptor | P16473 | activity change, negative = inhibition, % at 11.5 µM | TSHR-expressing cells, TSH-stimulated cAMP HTRF, 2 h; active compounds read low | 330,000 tested, 0.2% active;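 active = activity change below a set negative limit, meaning inhibition stronger than a set level, cut at about -70% in these data; inconclusive = activity change between two set negative limits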; note: % is set by controls: 0 for no effect and ±100 for the full control effect
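Cell-based HTRF cAMP assay; TSHR cells + compound, TSH EC80 (4nM final), 2 h, 37 deg C. Lysis with anti-cAMP cryptate and cAMP-d2, 30 min RT, read 665/620 nm.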
KCNH2 3.1 block: blocks the human KCNH2 3.1 channel isoform | activity change, % (tested at about 1.8 µM) | U2OS KCNH2 3.1, thallium flux FluxOr; active compounds read low | AID 720553 | 340,000 tested, 0.95% active;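 active = maximum activity change below -70%; inconclusive = maximum activity change from -70% to -50%; inactive = maximum activity change above -50%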;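 note: thallium influx rate constant from kinetic fluorescence after stimulation buffer; % is set by controls: 0 for no effect and ±100 for the full control effect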
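Kinetic fluorescence (2 min after stimulation buffer) measures Tl+ influx through KCNH2 3.1 expressed by viral transduction in U2OS cells; the rate constant is normalized against DMSO controls serving as positive and negative references.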
ELG1 repair inh: inhibitors of ELG1-dependent DNA repair in HEK293T cells | HEK293T ELG1-luciferase reporter, luminescence, 16 h; DNA damage induced by 5-fluorouridine | Potency, µM (series often up to 46.1 µM), for inactives: top-dose activity change, negative = inhibition, hits mostly inhibitors | 330,000 tested, 2.3% active | AID 504467; note: potency is the fitted concentration of half-maximal effect; % is set by controls: 0 for no effect and ±100 for the full control effect; nearly all actives have a fitted effect of over 55% in size
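DMSO vehicle served as the neutral condition. Each well held 2,000 cells given 5-fluorouridine plus compound; after 16 hr at 37 °C/5% CO2, ONE-Glo was added and luciferase measured 30 min later.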
USP2a block: inhibitors of human ubiquitin-specific protease USP2a | O75604 | USP2 core, Ub-CHOP2 coupled fluorogenic reporter, 485/531 | Potency, µM (titrated, usually from 38.3 µM), inactives show at the top dose activity change, negative = inhibition, most hits filed as inhibitors | 330,000 tested, 0.01% active | AID 463254;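 note: potency is the fitted concentration of half-maximal effect; plate controls were DMSO wells for no effect and full inhibition by NEM control for full effect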
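Cell-free coupled assay: 10nM USP2 core preincubated 30min RT with compound in Tris-HCl pH 8.0/CaCl2/CHAPS buffer, then 25nM Ub-CHOP2 and 25nM reporter substrate; fluorescence (Ex 485/Em 531) read after 60min RT, normalized to NEM inhibition, concentration-response curves fitted.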
TRPV1 agonist: agonists of human vanilloid receptor 1 (TRPV1) | Q8NER1 | TRPV1-expressing cells, Fluo-8 calcium influx, agonist mode | activation, % at 8.33 µM | 320,000 tested, 0.19% active; in the data active = activation above about 80%; inconclusive = between about 30% and that limit; note: 0% is about no effect
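Fluo-8 calcium influx in TRPV1-expressing cells, kinetic read (ex 480/em 520 nm). Compound added and read 3 min for agonist activity, followed by capsaicin at EC20 final and 2 min further read for enhancement.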
Active calls of the source: *; ? = inconclusive; . = not tested or not shown; [ ] = dose if it differs, or a comment. Unless noted, calls come from the whole dose curve; as a rule, active = well fitted curve in the direction sought with a large enough effect; inconclusive = small, poorly fitted or top-dose-only effect, or another doubt; inactive = no such curve, though single readings can be large; an effect the other way counts as inactive or inconclusive. An excerpt; count on the stated rates, not on these rows.

SMILES | KCNH2 WT inh | Eya2 phos inh | Mito fusion act | TCR act | A-T KAP1 phos | TSHR antag | KCNH2 3.1 block | ELG1 repair inh | USP2a block | TRPV1 agonist
CCOC(=O)C(NC(=O)c1ccc(OC)cc1)(OCC1(CC)COC1)C(F)(F)F (centres undefined) | 7 | 18% | 0% | -4% | 3% | 9 | -5 | 0% | -3% | 1
O=C(Nc1nc(COc2ccccc2)cs1)C12CC3CC(CC(C3)C1)C2 | -4 | 1% | ? | 0% | 8% | -35 | ? | ? | -2% | 15
N#CCCN(C(=O)COC(=O)CNC(=O)c1ccc(-c2ccccc2)cc1)c1ccc(F)cc1 | -6 | -18% | 3% | 0% | -15% | -13 | -3 | 13% | 2% | -7
CCC1SC(N)=NC1=O (centres undefined) | 3 | 17% | 1% | 1% | -4% | 6 | -23 | 6% | 0% | -1
O=C(Nc1ccc(NC(=O)c2ccco2)cc1)c1ccco1 | -22 | -10% | 1% | 1% | 26% | -12 | 9 | 0% | -1% | -2
CCNc1oc(-c2cccc3ccccc23)nc1C#N | -2 | . | -3% | 0% | . | . | 7 | . | . | ?
Cc1onc(-c2ccccc2Cl)c1C(=O)NCc1nc(-c2ccc(C(F)(F)F)cc2)no1 | 1 | ? | 14% | -3% | -2% | -7 | 2 | 15µM* | -11% | -1
CC(C)CNC(=O)c1cccc(NC(=O)c2ccccc2-c2ccccc2C(=O)O)c1 | -2 | 6% | 5% | 4% | 7% | -7 | -4 | -1% | 0% | 1
O=C1Cc2cc([N+](=O)[O-])ccc2N1c1c(Cl)cccc1Cl | -11 | 3% | -8% | -1% | 2% | -3 | -1 | -9% | 0% | -4
O=C(c1ccc2c3c(cccc13)CC2)C1CCCN(Cc2cccnc2)C1 (centres undefined) | 6 | -2% | -6% | -1% | -2% | 17 | -1 | -23% | -4% | 20
CC(C)CC(=O)Nc1ncc([N+](=O)[O-])s1 | 0 | 1% | -7% | -5% | -6% | 7 | 14 | ? | 1% | 29
O=C(Nc1cc2ccccc2oc1=O)C1CCCCC1 | -5 | 0% | -2% | -13% | 7% | 2 | -7 | ? | 1% | 1
CCN(C(=O)C1CCCN(c2ncnc3c2nc2n3CCCCC2)C1)c1cccc(Cl)c1 (centres undefined) | 30 | -2% | 18% | -1% | 2% | 18 | 1 | 21µM* | 3% | ?
COc1ccccc1-c1nnc2sc(-c3cc4ccccc4o3)nn12 | -1 | 10% | -2% | 6% | -1% | -1 | -4 | 13% | -1% | 1
Cc1ccc(Nc2ccccc2N)cc1 | -6 | ? | -2% | 7% | 2% | 1 | 0 | ? | -1% | 24
FC(F)(F)c1ccc(C2[C@H]3CN(Cc4ccc(-c5ccccc5)cc4)[C@H](c4ccccc4)C34CC2(c2cccnc2)C4)cc1 (some centres undefined) | -23 | -9% | -11% | 1% | 16% | 8 | 2 | ? | -5% | 3
CC(NC(=O)c1ccc(S(=O)(=O)NCc2ccco2)cc1)c1ccc(F)cc1 (centres undefined) | -1 | 5% | -3% | 2% | 0% | -2 | 6 | 3% | 3% | -5
CCn1c(C(O)c2cc(OC)c(OC)c(OC)c2)nc2ccccc21 (centres undefined) | 7 | 0% | -4% | 2% | -5% | 45 | 11 | -2% | -2% | -2
O=C1c2ccccc2C(=O)N1OCCOCCOCCBr | -6 | -1% | -2% | 1% | . | 12 | -4 | 5% | 1% | -1
Cc1cccc(NC(=O)c2cnc3scc(C)n3c2=O)c1 | 18 | -3% | 1% | -2%[46.1 µM] | 4% | -13 | 27 | ? | -2% | 3
CC(=O)c1cc(C#N)c(Oc2cccc(C(F)(F)F)c2)nc1C | 0 | -15% | 7% | 4% | 6% | 6 | -12 | 12% | 0% | 0
O=S(=O)(Cc1ccc(Cl)cc1)CC(O)COCc1ccccc1 (centres undefined) | 2 | -3% | 2% | . | -3% | 3 | 10 | 4% | 3% | 4
CCC(C(=O)N1CCN(c2ccccn2)CC1)n1nc(C)n2c(cc3occc32)c1=O (centres undefined) | 0 | 2% | 3% | -48% | 1% | -12 | 1 | -23% | -6% | 1
COc1ccc(OC)c(S(=O)(=O)N2CCC(c3nc4ccccc4[nH]3)CC2)c1 | 46 | 3% | -6% | -5% | 11% | -7 | -6 | -15% | 0% | 19
O=C(NNC(=O)c1ccccc1F)c1cccc(-n2cccc2)c1 | 3 | -6% | 8% | -3% | 0% | 0 | -7 | ? | -1% | 1
CCN1CCN(C(=O)C2=CC(c3ccc(C)cc3)=NS(=O)(=O)N2C)CC1 | -13 | 7% | 4% | 2% | 13% | 17 | -2 | 10% | -2% | -1
COc1ccccc1N1CCN(C(=O)c2cccc(S(=O)(=O)Nc3ccccc3F)c2)CC1 | 4 | -3% | . | -3% | 2% | -14 | -12 | ? | 3% | .
c1ccc(-c2cc3c(N4CCN(c5ccccc5)CC4)ncnc3s2)cc1 | -3 | -8% | -4% | -6% | 3% | -22 | -25 | ? | 1% | 1
Cc1cc(OCC(=O)OCC(=O)N(C)C2CCS(=O)(=O)C2)ccc1Cl (centres undefined) | -1 | -21% | -1% | -2% | -7% | 11 | 1 | 3% | -3% | -1
CC(Cl)C(=O)c1ccc2c(c1)CCN2C(=O)C1CC1 (centres undefined) | -1 | -13% | 5% | 1% | 1% | -5 | 7 | ? | 6% | 4
O=C(NCCc1c[nH]c2ccccc12)c1ccccc1 | 4 | 3% | -2% | . | -1% | -16 | 1 | ? | -2% | 18
Cc1cc(NC(=O)COc2coc(CN3CCN(c4ccc(F)cc4)CC3)cc2=O)no1 | 7 | 10% | 2% | 4% | 4% | -4 | -3 | -6% | 2% | 1
CCOc1cccc(/C=N/Nc2nc(N3CCCC3)nc(N3CCCC3)n2)c1O | -4 | ? | -5% | -3% | 19% | -18 | 7 | ? | -8% | -4
Cc1ccc(/C=N/NC(=O)c2nnn(-c3nonc3N)c2C(C)C)o1 | -5 | -6% | 3% | -3% | -3% | -7 | 0 | 6% | 3% | ?
CCOC(=O)C1=C(C)N=C2SC(C(=O)OC)=CC(=O)N2C1c1cc(OC)c(OC)c(OC)c1 (centres undefined) | -6 | -6% | -1% | -12%[46.1 µM] | -5% | 13 | 2 | 6% | -1% | -6
CCCN1CCN(CCCNC(=O)CCN2C(=O)COc3ccccc32)CC1 | -2 | -5% | 3% | -5% | 4% | -7 | 3 | ? | 2% | 8
COC(=O)C1=C(C(=O)c2ccc(C)cc2)C(c2ccccc2)n2nnnc2N1 (centres undefined) | -3 | 10% | 2% | -2% | 1% | -1 | -4 | 1% | -1% | 0
COc1ccc(OC)c(NC(=O)CC2SC(=NCc3ccccc3)NC2=O)c1 (centres undefined) | -8 | -12% | 0% | -1% | -19% | 7 | -50 | -22% | -3% | 0

8 compounds from above, arranged by SMILES length, highest first.
SMILES | KCNH2 WT inh | Eya2 phos inh | Mito fusion act | TCR act | A-T KAP1 phos | TSHR antag | KCNH2 3.1 block | ELG1 repair inh | USP2a block | TRPV1 agonist
FC(F)(F)c1ccc(C2[C@H]3CN(Cc4ccc(-c5ccccc5)cc4)[C@H](c4ccccc4)C34CC2(c2cccnc2)C4)cc1 (some centres undefined) | -23 | -9% | -11% | 1% | 16% | 8 | 2 | ? | -5% | 3
CC(C)CNC(=O)c1cccc(NC(=O)c2ccccc2-c2ccccc2C(=O)O)c1 | -2 | 6% | 5% | 4% | 7% | -7 | -4 | -1% | 0% | 1
O=C(c1ccc2c3c(cccc13)CC2)C1CCCN(Cc2cccnc2)C1 (centres undefined) | 6 | -2% | -6% | -1% | -2% | 17 | -1 | -23% | -4% | 20
O=C1Cc2cc([N+](=O)[O-])ccc2N1c1c(Cl)cccc1Cl | -11 | 3% | -8% | -1% | 2% | -3 | -1 | -9% | 0% | -4
CC(=O)c1cc(C#N)c(Oc2cccc(C(F)(F)F)c2)nc1C | 0 | -15% | 7% | 4% | 6% | 6 | -12 | 12% | 0% | 0
Cc1cccc(NC(=O)c2cnc3scc(C)n3c2=O)c1 | 18 | -3% | 1% | -2%[46.1 µM] | 4% | -13 | 27 | ? | -2% | 3
CC(C)CC(=O)Nc1ncc([N+](=O)[O-])s1 | 0 | 1% | -7% | -5% | -6% | 7 | 14 | ? | 1% | 29
CCNc1oc(-c2cccc3ccccc23)nc1C#N | -2 | . | -3% | 0% | . | . | 7 | . | . | ?
